CHRM5 antagonist: human M5 muscarinic receptor antagonists, primary screen, CHO cells, Fluo-8 calcium fluorescence; Muscarinic acetylcholine receptor M5 (Homo sapiens), P08912; CHO-hM5 cells, ACh EC80; inhibition, % at 3 µM; 360,000 compounds, 0.59% hits;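 active = inhibition above a per-plate cutoff, the mean of that plate's test compounds plus 3 SD, cut at about 27% in these data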;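 also: 0% = acetylcholine EC80 with DMSO and 100% = DMSO without agonist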
Target sequence (P08912 whole entry, looked up): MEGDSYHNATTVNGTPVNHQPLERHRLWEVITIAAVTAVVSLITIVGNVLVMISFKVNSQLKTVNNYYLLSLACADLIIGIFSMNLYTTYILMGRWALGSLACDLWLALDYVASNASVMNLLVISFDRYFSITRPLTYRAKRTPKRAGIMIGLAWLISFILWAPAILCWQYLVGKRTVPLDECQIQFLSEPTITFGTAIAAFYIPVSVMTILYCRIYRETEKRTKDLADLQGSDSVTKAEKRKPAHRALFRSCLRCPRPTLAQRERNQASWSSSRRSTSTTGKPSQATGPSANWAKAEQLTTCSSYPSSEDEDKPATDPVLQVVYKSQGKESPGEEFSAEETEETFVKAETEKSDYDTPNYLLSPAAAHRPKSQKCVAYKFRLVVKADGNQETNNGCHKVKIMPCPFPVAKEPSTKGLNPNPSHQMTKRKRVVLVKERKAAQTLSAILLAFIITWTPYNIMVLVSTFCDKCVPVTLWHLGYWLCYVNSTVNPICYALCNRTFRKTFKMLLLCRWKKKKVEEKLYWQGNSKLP
CHRM4 PAM: human M4 muscarinic receptor positive allosteric modulators, primary screen, CHO-K1 cells, Fluo-8 calcium fluorescence. Muscarinic acetylcholine receptor M4 (Homo sapiens), P08173. CHO-K1 hM4/Gqi5, ACh EC20; 0% = ACh EC20, 100% = maximal ACh. activation, % at 3 µM. 360,000 compounds, 0.4% hits. AID 624126, 2012;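 active = activation above its plate's cutoff, the mean activation of sample wells plus 3 SD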; also: some results filed as inactive read as strong as hits
Target sequence (P08173 whole entry, looked up): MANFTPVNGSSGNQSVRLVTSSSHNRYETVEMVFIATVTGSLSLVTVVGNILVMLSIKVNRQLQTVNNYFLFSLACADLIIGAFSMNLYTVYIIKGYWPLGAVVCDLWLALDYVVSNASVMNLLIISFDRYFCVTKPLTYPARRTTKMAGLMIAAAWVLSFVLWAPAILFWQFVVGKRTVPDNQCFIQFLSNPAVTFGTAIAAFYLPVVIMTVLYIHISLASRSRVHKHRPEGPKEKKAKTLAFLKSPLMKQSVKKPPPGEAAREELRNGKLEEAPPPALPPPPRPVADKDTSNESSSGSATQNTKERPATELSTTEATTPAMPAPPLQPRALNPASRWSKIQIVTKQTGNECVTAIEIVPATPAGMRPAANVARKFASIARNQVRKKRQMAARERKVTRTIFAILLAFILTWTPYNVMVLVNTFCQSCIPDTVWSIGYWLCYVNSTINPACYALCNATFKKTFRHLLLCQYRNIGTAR
M1 antag: human M1 muscarinic receptor antagonists, primary screen, CHO-K1 cells, Fluo-8 calcium fluorescence, 1536-well; inhibition, % at 3 µM; 360,000 compounds, 1.3% hits; AID 588852, 2011; CHO-K1 hM1, ACh EC80 antagonist;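 active = percent inhibition above its own plate's cutoff, namely the mean of that plate's compound wells plus 3 SD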;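 also: peak over basal fluorescence ratio during 140 s after agonist addition; 0% = ACh EC80 plus DMSO and 100% = DMSO alone without agonist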
CRFBP-R2 agonist: agonists of CRF-BP/CRF-R2 complex, primary screen, cell-based, HEK293, calcium dye fluorescence, uHTS; CRF-binding protein / CRF receptor 2 complex (human); calcium dye fluorescence (FLIPR); percent of saturating CRF peptide response; activation, % at 13.2 µM; 350,000 compounds, 0.46% hits; AID 588473, 2011;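 active = activation of at least 50%, plus an integration ratio under a set limit after plate pattern correction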;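 also: plate controls were neutral control wells without compound for no effect and CRF at EC100 for full effect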
M1 PAM: human M1 muscarinic receptor positive allosteric modulators, primary screen, CHO-K1 cells, Fluo-8 calcium fluorescence, 1536-well. Muscarinic acetylcholine receptor M1 (Homo sapiens), P11229. CHO-K1 hM1, ACh EC20; 0% = ACh EC20, 100% = maximal ACh. activation, % at 3 µM. 360,000 compounds, 0.088% hits. AID 588819, 2011; in the data active = activation above about 19%, passing the limit was not always enough
M5 PAM: human M5 muscarinic receptor positive allosteric modulators, primary screen, CHO-K1 cells, Fluo-8 calcium fluorescence | Muscarinic acetylcholine receptor M5 (Homo sapiens), P08912 | 360,000 compounds, 0.3% hits | CHO-K1 hM5, ACh EC20 PAM; 0% = ACh EC20, 100% = ACh EC100 | activation, % at 3 µM | AID 624038, 2012;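 active = activation above the run cutoff, the mean activation of all test compounds plus 3 SD, cut at about 18% in these data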
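Replicates: One well per compound, no replicates | System: Human M5 receptor in CHO-K1 cells | Benchmarks: Low control EC20 acetylcholine (0%), high control EC100 acetylcholine (100%) | Probe or stimulus: Acetylcholine, EC20 level | Times: Fluo-8 loading 80 min at 37 °C plus 30 min room temperature | Signal: Intracellular calcium via Fluo-8 fluorescence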
CHRM4 agonist: human M4 muscarinic receptor agonists, primary screen, CHO-K1 cells, Fluo-8 calcium fluorescence | AID 624127, 2012 | 360,000 compounds, 0.14% hits | CHO-K1 hM4/Gqi5; vehicle 0%, full acetylcholine response 100% | activation, % at 3 µM | Muscarinic acetylcholine receptor M4 (Homo sapiens), P08173;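 active = activation above the run mean over all test wells plus 3 SD, cut at about 32% in these data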;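 also: peak over basal fluorescence ratio per well then scaled between controls; 0% = DMSO wells and 100% = acetylcholine at EC100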
CHRM4 antagonist: human M4 muscarinic receptor antagonists, primary screen, CHO cells, Fluo-8 calcium fluorescence | Muscarinic acetylcholine receptor M4 (Homo sapiens), P08173 | CHO-hM4 cells, ACh EC80 | inhibition, % at 3 µM | 360,000 compounds, 0.73% hits;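 active = inhibition above its plate's cutoff, the mean inhibition of sample wells plus 3 SD, cut at about 27% in these data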;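 also: 0% = acetylcholine EC80 with DMSO and 100% = DMSO without agonist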
M5 ag: human M5 muscarinic receptor agonists, primary screen, CHO-K1 cells, Fluo-8 calcium fluorescence; Muscarinic acetylcholine receptor M5 (Homo sapiens), P08912; CHO-K1 hM5 cells; 0% DMSO wells, 100% maximal acetylcholine response; activation, % at 3 µM; 360,000 compounds, 0.19% hits; AID 624037, 2012;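 active = activation above the run's mean over test compounds plus 3 SD, cut at about 23% in these data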;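 also: signal is peak over basal fluorescence ratio across the kinetic read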
* marks the source's active call; other numbers are inactive results; . = no result given.

CHRM5 antagonist | CHRM4 PAM | M1 antag | CRFBP-R2 agonist | M1 PAM | M5 PAM | CHRM4 agonist | CHRM4 antagonist | M5 ag | SMILES
4.4 | 1.8 | -3.9 | -1.4 | 2.8 | -1.0 | 0.1 | 3.2 | -2.7 | COc1ccc(C(C)=O)cc1CSc1nnc(-c2ccccc2O)n1-c1ccccc1
1.8 | -4.8 | -3.2 | -0.9 | 1.8 | -3.6 | 4.5 | 1.4 | -1.6 | CN(C)S(=O)(=O)c1cccc(C(=O)OCC(=O)Nc2ccccc2OC(F)F)c1
8.2 | -1.5 | 5.3 | 0.7 | 0.2 | -4.5 | 1.2 | 6.7 | -0.3 | COCCN(C(=O)COC(=O)/C=C/c1ccc2ccccc2n1)c1c(N)n(Cc2ccccc2)c(=O)[nH]c1=O
1.6 | 0.2 | -11.7 | 2.3 | 8.5 | 5.3 | 0.6 | 4.3 | 0.7 | COC(=O)c1ccc(C2Nc3cccc4cccc(c34)N2)cc1
-4.5 | 16.2 | -15.8 | -3.0 | 15.1 | 4.8 | 1.1 | -3.1 | 0.8 | Cc1ccc([N+](=O)[O-])cc1NC(=S)NC(=O)c1cccs1
1.1 | -12.7 | 3.3 | 6.2 | -7.2 | -6.5 | 7.9 | 29.4* | -2.5 | COC(=O)c1[nH]c2ccc(F)cc2c1NS(=O)(=O)c1ccc(OC)cc1
1.4 | 12.9 | 4.1 | -2.1 | 6.8 | 1.8 | 0.8 | -4.4 | -1.7 | Cc1cc(C)n(Cc2ccc(F)cc2)c(=O)c1C#N
8.2 | 2.9 | -1.4 | -1.9 | 7.6 | -4.5 | -0.8 | 9.6 | -5.9 | N=c1c(C(=O)NCc2ccc(F)cc2)cc2c(=O)n3ccccc3nc2n1CC1CCCO1 (centres undefined)
0.2 | -6.6 | -34.8 | -2.5 | 19.3 | 6.6 | -0.6 | 0.7 | 0.0 | COc1nc(NC(C)C)nc(N(C#N)CN2C(=O)c3ccccc3S2(=O)=O)n1
8.7 | 1.1 | 31.9* | 3.2 | -12.2 | -13.4 | 8.0 | 3.2 | 3.1 | Cn1c(SCC(=O)N2CCCc3ccccc32)nc2ccccc2c1=O
-3.1 | -1.4 | . | . | . | 0.3 | 15.5 | 8.0 | 2.8 | Nc1ccn(C2C=CC(CO)O2)c(=O)n1 (centres undefined)
-0.7 | 1.4 | 9.7 | 0.7 | -0.1 | 7.1 | -0.1 | -6.0 | 5.9 | CCc1ccc2oc(-c3ccc(N)cc3)nc2c1
9.1 | -9.0 | 0.1 | -1.4 | 2.9 | -9.3 | -0.1 | 2.7 | -2.3 | O=C(Nc1cccc(C(F)(F)F)c1)C1CCCO1 (centres undefined)
-6.3 | 21.9* | -5.4 | -2.6 | 8.9 | 8.8 | -0.4 | -7.7 | 0.2 | COC(=O)C(Cc1ccccc1)NC(=O)C12CC3CC(CC(C3)C1)C2 (centres undefined)
4.6 | 13.3 | -11.6 | 0.7 | 9.2 | 2.4 | 0.3 | 3.9 | -2.7 | Cc1nc2c3ccccc3nc(NNC(=O)CCC(=O)NC3CCCC3)n2n1
7.2 | 9.2 | . | . | . | -21.8 | -2.9 | -16.3 | -7.2 | COc1ncc(-c2c(-c3ccccc3OC)sc3ccccc23)cn1
-10.9 | 10.9 | -10.6 | -1.1 | 3.9 | 3.0 | 1.3 | -15.9 | -0.1 | CC[C@]12c3[nH]c4ccc(OC)cc4c3CCN1C(=O)C(CC(=O)NCCCOC)C[C@@H]2C(=O)N1CCN(C(=O)C2CC2)CC1 (some centres undefined)
1.4 | 3.0 | -1.7 | -0.6 | 3.9 | 0.5 | 2.0 | -15.4 | 1.4 | COc1ccc(-c2noc(CCCC(=O)Nc3ccc(C(N)=O)cc3)n2)cc1OC
14.0 | 6.7 | -12.5 | -3.7 | 6.2 | 2.0 | 0.6 | -19.6 | 0.5 | NC(=S)NN=C(c1ccc(Br)cc1)C1CC1
4.2 | 1.6 | 1.2 | -0.3 | 2.1 | -1.4 | -0.4 | -3.1 | -3.4 | O=C1CCCc2c1[nH]c1ccc(Br)cc21
-8.4 | -1.3 | -4.2 | . | 3.9 | 4.7 | 1.1 | -24.4 | -1.0 | CCN1C(=O)N2C[C@H]3CON(C)[C@H]3C[C@H]2c2ccccc21
2.5 | 3.4 | -14.5 | -2.9 | 6.8 | 6.9 | 0.0 | -3.8 | -5.8 | CCc1ccc(OC)c(-c2csc(N)n2)c1
4.7 | 0.8 | -8.2 | 0.0 | 8.2 | 6.0 | -0.5 | -2.1 | -2.3 | C=CCn1cnc2c(nnn2-c2ccc(C)c(Cl)c2)c1=O
15.6 | -7.0 | -9.5 | -0.9 | 3.7 | -4.0 | 8.1 | -1.3 | 1.9 | O=C(NCc1ccccc1)/C(=C/c1ccc([N+](=O)[O-])cc1)NC(=O)c1ccco1
-10.5 | -8.1 | -5.9 | -0.3 | -1.2 | 1.2 | -0.1 | -5.5 | -0.4 | OC[C@@H]1[C@@H](c2ccc(Cl)cc2)C(c2cccc(Cl)c2)=NN1c1ccccc1
22.7 | -7.7 | 24.3 | -2.0 | -23.8 | -20.4 | 23.9 | 14.4 | 7.4 | O=C(Nc1ccc(SC(F)F)cc1)c1ccc2nccnc2c1
-5.9 | -2.3 | -2.1 | -0.5 | -0.3 | 0.8 | 3.9 | -15.8 | 0.8 | O=C(NCCc1ccccc1)C1CCCN1S(=O)(=O)c1cccc2nsnc12 (centres undefined)
-5.2 | -3.6 | 2.2 | -1.3 | -0.1 | 3.6 | -0.2 | -2.7 | -6.5 | Cc1ccc(OCc2nnnn2-c2ccccc2)cc1
0.8 | -0.4 | -0.9 | 3.3 | 1.2 | 2.5 | 1.8 | -7.3 | 1.4 | CC(=O)NC(CCS(C)(=O)=O)C(=O)Nc1ccc2c(c1)OCO2 (centres undefined)
-0.6 | -0.2 | 2.4 | 0.9 | 2.2 | -0.3 | -0.8 | -0.5 | -9.1 | Clc1ccc(Cl)c2sc(N3CCOCC3)nc12

Reprinted from the part before: 2 compounds, then new ones.
CHRM5 antagonist | CHRM4 PAM | M1 antag | CRFBP-R2 agonist | M1 PAM | M5 PAM | CHRM4 agonist | CHRM4 antagonist | M5 ag | SMILES
0.8 | -0.4 | -0.9 | 3.3 | 1.2 | 2.5 | 1.8 | -7.3 | 1.4 | CC(=O)NC(CCS(C)(=O)=O)C(=O)Nc1ccc2c(c1)OCO2 (centres undefined)
-0.6 | -0.2 | 2.4 | 0.9 | 2.2 | -0.3 | -0.8 | -0.5 | -9.1 | Clc1ccc(Cl)c2sc(N3CCOCC3)nc12
11.6 | -2.8 | 6.7 | 0.7 | -0.3 | -0.5 | 0.5 | 14.6 | -2.9 | O=C(NC1CCCCC1)C(c1c(F)cccc1Cl)N(C(=O)c1csnn1)C1CC1 (centres undefined)
-7.0 | -4.4 | -1.8 | 3.9 | 5.2 | 1.9 | 2.6 | -4.8 | -3.5 | C/C(=N\S(=O)(=O)c1ccc(C)cc1)Nc1cc(C(C)C)c(O)cc1C
1.7 | -3.9 | 10.0 | -2.1 | 2.0 | -2.6 | 6.4 | 4.8 | 2.4 | COc1ccc2c(c1)C1(Nc3ccccc3-c3nc4ccccc4n31)C(=O)N2 (centres undefined)
-6.2 | 7.1 | -5.7 | 0.5 | 4.5 | 6.2 | -1.0 | -12.6 | 0.8 | O=C(OCc1cn([C@H]2CN(Cc3cccs3)[C@@H](c3ccccc3)C[C@@H]2O)nn1)c1ccccc1
-0.7 | -8.7 | 2.8 | -0.3 | -0.9 | 4.7 | 0.0 | -3.1 | -3.5 | Cc1cccn2c(=O)c3cc(C(=O)NCC4CCCO4)c(=N)n(CC4CCCO4)c3nc12 (centres undefined)
8.5 | 8.2 | 4.0 | -0.7 | 5.0 | 0.6 | 0.5 | -6.4 | -0.6 | COc1ccc2cc(C3(C)NC(=O)N(CC(=O)Nc4c(C)n(C)n(-c5ccccc5)c4=O)C3=O)ccc2c1 (centres undefined)
-4.0 | 0.4 | -8.5 | 1.7 | 9.7 | -2.7 | 0.5 | 1.4 | -1.6 | O=C(NC(=O)c1cccc(OC(F)(F)C(F)F)c1)OC1CCS(=O)(=O)C1 (centres undefined)
2.6 | -0.2 | 2.4 | 0.9 | 1.8 | -1.0 | 0.8 | -4.8 | -4.5 | CC1CCN(C(=O)CCc2nnc3ccc(NCc4ccco4)nn23)CC1
-0.1 | 2.2 | 1.6 | 1.5 | -1.4 | 0.0 | 3.6 | 1.7 | 0.7 | COc1ccc(OCCn2cc(/C=N/NC(=O)c3ccncc3)c3ccccc32)cc1
-4.2 | 7.5 | -15.1 | 1.9 | 4.9 | 5.6 | 1.4 | -1.2 | 2.3 | Nc1ccc(CCc2ccccn2)cc1
1.5 | -2.9 | -8.9 | 0.5 | 2.5 | -10.1 | 5.8 | -1.3 | 0.2 | COc1ccc(NC(=O)CN2C(=O)C(c3ccccc3)=NC23CCCCCC3)cc1
-3.4 | 13.1 | -7.4 | -1.1 | 4.1 | 6.8 | 2.8 | -8.9 | 3.9 | CC(NC(=O)Cn1cccc1C(=O)c1ccccc1)c1ccc2c(c1)OCCO2 (centres undefined)
4.8 | -4.1 | -13.7 | 0.7 | 3.7 | -7.4 | 1.0 | 8.2 | 2.0 | Fc1cccc2ncnc(OCc3ccccc3)c12
8.3 | 4.4 | 0.2 | -1.1 | 5.8 | -4.0 | -0.1 | 7.0 | -2.4 | COc1ccccc1CN1CCNC(=O)C1CC(=O)NCCCn1cccn1 (centres undefined)
-9.2 | -2.0 | 4.1 | . | -1.8 | 5.1 | 0.8 | -8.3 | -2.0 | O=S1(=O)C[C@@H](N2CCN(CC3CC3)CC2)[C@H](COCc2ccccc2)N1
-4.4 | 4.7 | -8.1 | -2.4 | 10.3 | 0.1 | -0.1 | -10.8 | -1.1 | O=C(CSc1n[nH]c(=O)n1-c1cccnc1)Nc1ccccc1Cl
-5.6 | 17.5 | -17.7 | -1.1 | 9.5 | 3.1 | 0.7 | -6.8 | -1.3 | COc1cccc(CNC(=O)CCC2CCCN(C(=O)c3cc(C4CC4)[nH]n3)C2)c1 (centres undefined)
7.4 | 4.3 | -1.5 | -0.7 | 1.8 | -8.0 | 5.3 | -7.2 | -2.9 | CN(CC(=O)Nc1cccc(F)c1)C(=O)CCCN1C(=O)c2cccc3cccc(c23)C1=O
-0.3 | 4.8 | -0.6 | 4.4 | 4.9 | 0.1 | 3.0 | -8.7 | 3.2 | CCC1CN(S(=O)(=O)c2ccc3c(c2)NC(=O)CC(=O)N3)c2cc(Cl)ccc2O1 (centres undefined)
13.5 | -9.8 | 13.8 | 0.5 | -6.3 | -3.0 | 0.8 | -1.1 | -3.0 | Cc1nc2ccccc2c2oc(C(=O)NCCCN3CCCC(C)C3)cc12 (centres undefined)

Screens deposited in PubChem by several laboratories.
